HCMV inh = human cytomegalovirus inhibition | HFF cells, HCMV-luciferase reporter, 72 h; stronger effect = lower value | activity change, negative = inhibition, % at 57.5 µM | actives 4.5% (n = 410,000) | AID 1259415; in the data active = activity change below about -60%; inconclusive = no clear call, values can overlap the other calls; inactive = above about -39%
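Two compound doses tested in HFFs infected with HCMV-luciferase, MOI 1 PFU/cell, 72 h at 37C. Lysate luminescence read with OneGlo; data normalized against buffer-only and 10uM Salinomycin inhibitor controls.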
HCV inhibitor = HCV inhibition; Huh7.5.1 HCVcc-Cre infection, luciferase reporter, 44 h; Potency, µM (series often up to 41.8 µM), for inactives: top-dose activity change, negative = inhibition, usual class: inhibitors; actives 3.4% (n = 340,000); AID 651820; note: potency is the fitted concentration of half-maximal effect
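Antiviral activity was scored by luciferase reporter output from cells infected with HCVcc-Cre (~0.5 moi) in presence of compound, 44 h infection period, cells seeded 1,000/well 4 h prior.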
TbPYK inhibitor = inhibitors of Trypanosoma brucei pyruvate kinase | Q57TT1 | TbPYK enzyme, Kinase-Glo Plus ATP luminescence, 45 min | actives 0.12% (n = 410,000) | Potency, µM (series often up to 76.8 µM), for the others: top-dose activity, negative = inhibition, usual class: inhibitors | AID 624173; note: potency is the fitted concentration of half-maximal effect; nearly all actives have a fitted effect of over 50% in size
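Screened from lowest to highest concentration, compounds were pinned into TbPYK/substrate mixtures, and ADP (130 uM final) was added. Plates sat at room temperature for 45 min prior to Kinase-Glo Plus detection by luminescence.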
AmpC inh detg = AmpC beta-lactamase inhibition with detergent present; actives 0.041% (n = 370,000); AID 485294; AmpC hydrolysis of nitrocefin, absorbance 480 nm, 0.01% Triton; Potency, µM (doses to about 114 µM), without a hit: at the top dose activity change, negative = inhibition, usual class: inhibitors; P00811;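 note: potency is the fitted concentration of half-maximal effect; 0% = no-compound wells and -100% = no-enzyme wells; nearly all actives have a fitted effect of over 25% in size; some results filed as inactive show a strong effect at the top dose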
Target sequence (P00811 whole entry, looked up): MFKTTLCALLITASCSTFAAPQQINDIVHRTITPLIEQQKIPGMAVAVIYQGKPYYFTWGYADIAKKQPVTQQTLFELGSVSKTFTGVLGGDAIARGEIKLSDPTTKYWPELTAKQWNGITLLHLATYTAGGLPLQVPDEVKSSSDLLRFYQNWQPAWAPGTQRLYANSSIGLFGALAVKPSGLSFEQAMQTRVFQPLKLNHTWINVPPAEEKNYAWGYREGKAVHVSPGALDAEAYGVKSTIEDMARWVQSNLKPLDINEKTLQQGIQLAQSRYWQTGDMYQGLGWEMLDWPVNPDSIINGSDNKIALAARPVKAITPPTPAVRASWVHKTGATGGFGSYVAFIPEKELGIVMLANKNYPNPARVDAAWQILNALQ
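20 mM phosphate pH 7.0 + 0.01% (detergent screen) or 0.0001% Triton X-100; 5.3 nM AmpC reagent; cpd preinc 15 min RT; nitrocefin (800 uM stock) to start; A480 q20 s × 4 min; Activity was normalised to no-enzyme and no-compound control wells.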
LmPK inh = inhibitors of Leishmania mexicana pyruvate kinase; actives 0.37% (n = 290,000); Potency, µM (top dose mostly 57.5 µM), for inactives: top-dose activity change, negative = inhibition, most hits filed as inhibitors; purified LmPK, Kinase-Glo ATP luminescence, 1 h; Q27686; note: potency is the fitted concentration of half-maximal effect
Target sequence (Q27686 whole entry, looked up): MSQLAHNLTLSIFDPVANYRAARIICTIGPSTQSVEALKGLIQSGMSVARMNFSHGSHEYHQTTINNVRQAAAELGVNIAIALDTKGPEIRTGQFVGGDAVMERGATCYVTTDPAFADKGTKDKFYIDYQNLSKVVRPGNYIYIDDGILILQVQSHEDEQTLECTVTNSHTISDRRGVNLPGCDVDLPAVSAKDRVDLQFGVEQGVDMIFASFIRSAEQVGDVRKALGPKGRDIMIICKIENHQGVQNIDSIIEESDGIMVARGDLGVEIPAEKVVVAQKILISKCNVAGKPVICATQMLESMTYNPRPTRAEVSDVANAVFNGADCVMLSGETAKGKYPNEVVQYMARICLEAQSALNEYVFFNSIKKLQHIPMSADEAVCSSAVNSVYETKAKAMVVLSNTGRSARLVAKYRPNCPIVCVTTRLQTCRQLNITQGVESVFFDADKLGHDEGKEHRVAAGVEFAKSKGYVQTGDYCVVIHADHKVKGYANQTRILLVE
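0.1 nM LmPK, 0.5 mM PEP, 0.1 mM ADP; 50 mM imidazole pH 7.2, 7 mM MgCl2, 50 mM KCl; 1 h RT. Kinase-Glo luminescence readout, normalized to no-enzyme (full inhibition) and uninhibited wells.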
AmpC no deterg = AmpC beta-lactamase inhibition without detergent. Potency, µM (top dose mostly 57.1 µM), for the others: at the highest dose activity change, negative = inhibition, hits mostly inhibitors. AmpC nitrocefin hydrolysis, absorbance 480 nm, 0.0001% Triton. AID 485341. actives 0.52% (n = 330,000);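 note: potency is the fitted concentration of half-maximal effect; plate controls were no compound for no effect and no enzyme for full effect; nearly all actives have a fitted effect of over 20% in size; some results filed as inactive show a strong effect at the top dose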
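AmpC (5.3 nM in the dispensed reagent) in 20 mM phosphate pH 7.0 with 0.01% (detergent screen) or 0.0001% Triton X-100 was preincubated with compounds for 15 min at room temperature. Nitrocefin was then added from an 800 uM solution, and hydrolysis was followed at 480 nm.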
AMA1-RON2 inh = AMA1-RON2 (P. falciparum) interaction inhibition | Potency, µM (highest dose often 58.2 µM), without a hit: top-dose activity change, negative = inhibition, most hits filed as inhibitors | actives 0.2% (n = 360,000) | AlphaScreen AMA1-biotinylated RON2 peptide binding | AID 720542;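 note: potency is the fitted concentration of half-maximal effect; 0% = vehicle wells and -100% = peptide control; nearly all actives have a fitted effect of over 45% in size; some results filed as inactive show a strong effect at the top dose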
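AMA1 (3D7) with his tag at 25 nM final met compounds first, then biotinylated RON2 peptide at 25 nM; detection used donor plus acceptor beads, 10 µg/mL apiece, read by AlphaScreen after 30 min at room temperature.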
An asterisk follows results filed as active; u = inconclusive; x = not tested or not shown; & = joins results of further samples; [ ] = dose if it differs, or a comment. Unless noted, calls come from the whole dose curve; as a rule, active = well fitted curve in the direction sought with a large enough effect; inconclusive = small, poorly fitted or top-dose-only effect, or another doubt; inactive = no such curve, though single readings can be large; an effect the other way counts as inactive or inconclusive. Unless noted, % is set by controls: 0 for no effect and ±100 for the full control effect.

Values in the order – HCMV inh	HCV inhibitor	TbPYK inhibitor	AmpC inh detg	LmPK inh	AmpC no deterg	AMA1-RON2 inh
(1) COc1ccc(NC(=O)CSc2nnc(Cc3ccccc3)c(=O)n2N)c(OC)c1
→ 0.1	7.1%	0.3%	-13.5%	x	-15.5%	24.9%
(2) CCCCCCc1nc(C(N)=O)c2[nH]c(=O)n(-c3ccccc3F)c2n1
→ x	-11.4%	4.0%	u	2.9%	-21.3%	27.0%
(3) COc1ccc(NC(=O)COc2ccc(C(=O)NC3CCCc4ccccc43)cc2OC)cc1 (stereo not drawn)
→ 17.9	-18.2%	-11.8%	-5.9%	-0.7%	-6.8%	9.0%
(4) COc1ccc(CNC(=O)c2cc3c(s2)-c2c(C)cccc2OC3)cc1
→ -7.8	x	-8.1%	0.8%	x	x	x
(5) CCN(CC(=O)Nc1ccccc1C(F)(F)F)C(=O)CCc1nc2ccccc2c(=O)[nH]1
→ 4.6	5.3%	1.7%	3.1%	-16.8%	-0.4%	8.5%
(6) COc1ccccc1CNC(=O)c1ccc2c(c1)N(Cc1ccc(C)cc1)CCS2
→ -11.2	x	0.9%	14.0%	x	x	x
(7) COc1ccc(CCNC(=O)CCN2C(=O)c3cccc4cccc(c34)C2=O)cc1OC
→ -12.8	9.1%	-2.6%	u	-0.8%	-7.6%	-1.7%
(8) CCn1c(SCc2cc(=O)[nH]c3ccccc23)nc2c1c(=O)n(C)c(=O)n2C
→ 3.5	4.7%	0.2%	x	x	x	14.5%
(9) CCOC(=O)c1c(NC(=O)C2C3C=CC(C3)C2C(=O)O)sc2c1CCC(C)C2 (stereo not drawn)
→ 27.6	-0.8%	-14.5%	-1.1%	0.8%	-29.7%	-13.7%
(10) Cc1ccc(Cc2c(C(C)(C)C)nc3cc(C)c(Br)c(C)n23)cc1
→ 41.4	x	3.1%	x	x	x	-15.4%
(11) O=C(c1cc(C(=O)N2CCN(c3ccc(F)cc3)CC2)cc([N+](=O)[O-])c1)N1CCN(c2ccc(F)cc2)CC1
→ -66.2*	u	-3.4%	-11.7%	9.6%	103.1%[activator]	-17.0%
(12) c1ccc2c(c1)CNc1ccccc1-2
→ 6.3	-10.8%	-3.7%	x	x	x	-7.3%
(13) CCOC(=O)c1nc(Nc2ccc(C(=O)OC)cc2)c2ccccc2n1
→ -17.7&-11.4	-16.0%	1.7%&-0.3%	u	-1.2%	49.6%	3.1%
(14) CSc1ccc2c(c1)N(CCC1CCCCN1C)c1ccccc1S2 (stereo not drawn)
→ u	u	-7.1%&1.6%	-16.7%	5.3%	148.1%[activator]	u
(15) CCCCC1CCC(C(=O)N2CCOCC2)CC1 (stereo not drawn)
→ -20.8	12.5%	-2.8%	-8.7%	4.2%	2.3%	5.1%
(16) Cc1[nH]c(=O)[nH]c(=O)c1S(=O)(=O)N(CC(C)C)CC(C)C
→ -7.2	-3.3%	-2.3%	-0.1%	5.9%	-7.5%	4.5%
(17) CSc1ncc(C(=O)NCc2ccc(F)cc2)c(-c2ccccc2)n1
→ 3.0	x	2.7%	10.0%	x	x	x
(18) CCCCCCN(C(=O)CCCCCN1C(=O)NC(c2ccc(-c3ccccc3)cc2)C(C(=O)OCc2ccccc2)=C1C)C(C(=O)NCCCC)c1cccc(C(=O)OC)c1 (stereo not drawn)
→ 13.3	x	x	1.9%	-0.1%	-10.0%	x
(19) O=C(c1ccc2c(c1)C(=O)N(Cc1ccco1)C2=O)N1CCOCC1
→ 4.1	8.4%	1.2%	-11.2%	3.8%	-18.6%	-7.5%
(20) CC(C)(C)c1cc(NC(=O)NN2CCOCC2)nn1-c1c(Cl)cc(Cl)cc1Cl
→ -5.2	5.4%	1.7%	3.4%	-1.3%	92.0%[activator]	10.3%
(21) CC(C)C(C)NC(=O)CSc1nc2scc(-c3ccco3)c2c(=O)n1-c1ccccc1 (stereo not drawn)
→ -63.5*	8.2%	-8.5%	-6.0%	-2.9%	20.2%	-2.6%
(22) CC(C)C[C@@H](CSc1ccccc1)N1CCN(C)CCC1=O
→ 30.2	3.0%	1.6%	-9.6%	-0.4%	29.5%	-2.6%
(23) Cc1nc2nc[nH]n2c(=O)c1CCC(=O)Nc1ccc(F)cc1
→ -2.5	x	-0.3%	3.6%	x	x	x
(24) CC(C)C(c1nnnn1Cc1ccc(F)cc1)N1CCC(C(N)=O)CC1 (stereo not drawn)
→ -0.2	-0.6%	-3.8%	1.0%	-2.7%	-1.4%	-7.4%
(25) N#CCCn1nc(-c2ccc([N+](=O)[O-])cc2)cc1Nc1ccccc1NC(=O)C(F)(F)F
→ 0.3	-21.6%	0.9%	0.2%	-1.5%	-16.7%	16.7%
(26) COc1cc(OC)c(OC)cc1CNC(=O)c1cc(=O)c2ccccc2o1
→ 4.8	u	0.9%	-3.2%	2.7%	-10.0%	9.7%
(27) CC(C)CC(C(=O)OCC(=O)Nc1ncc(Cl)cc1Cl)N1C(=O)c2ccccc2C1=O (stereo not drawn)
→ -19.7	15.4%	-2.3%	2.7%	0.5%	-15.0%	-0.6%
(28) CCc1ccc(CNC(=O)c2ccc3nc(C(C)C)oc3c2)cc1
→ -10.4	x	-5.0%	0.6%	x	x	x
(29) CC(C)(C)NC(=O)C(c1ccccc1)N(C(=O)c1ccco1)C1CC1 (stereo not drawn)
→ 9.0	-0.7%	2.3%	10.6%	1.0%	-8.4%	30.9%[activator]
(30) CC1CN(C(=O)CNC(=O)COc2ccccc2)CC(C)O1 (stereo not drawn)
→ 5.6	16.9%	-6.1%	x	x	-9.8%	2.7%
(31) COC(=O)N/N=C/c1ccc(-c2cc(Cl)ccc2Cl)o1
→ -6.3	-24.3%	3.5%	-0.1%	0.1%	-9.9%	-13.3%
(32) C/C(N)=C(/C#N)C(=O)CSc1nc2ccc(C)cc2[nH]1
→ 203.8	-5.0%	-10.2%	u	-11.3%	-29.7%	20.8%
(33) O=C(C[n+]1ccccc1)N/N=C/c1cc(Br)ccc1F
→ -98.8*	3.7%	-11.9%	1.1%	x	-20.4%	-20.1%
(34) C[C@@H]1CN([C@H](C)CO)S(=O)(=O)c2ccc(C#Cc3ccccc3F)cc2O[C@H]1CN(C)C(=O)c1ccc2c(c1)OCO2
→ -14.6	x	-13.9%	x	x	x	-2.1%
(35) COC(=O)c1ccc(OC(=O)c2nn(C)cc2Cl)c(OC)c1
→ 32.1	1.9%	-1.3%	-14.6%	-5.1%	6.2%	1.8%
(36) CC(C)Oc1ccc(C2CCC(=O)NC2=O)cc1 (stereo not drawn)
→ 16.9	-0.7%	2.2%	-16.9%	-0.7%	-18.1%	8.2%
(37) COc1ccc(N2CCN(CC(O)COc3ccc(C(C)(C)C)cc3)CC2)cc1 (stereo not drawn)
→ 6.7	x	-4.7%	-1.3%	x	x	x
(38) Cn1c(SCc2cnc(-c3ccccc3)s2)nnc1C1COc2ccccc2O1 (stereo not drawn)
→ -4.4	-1.0%	2.9%	u	1.6%	-8.1%	20.6%
(39) CC(C)NC(=O)CSc1ccccc1C(=O)NCc1ccc2c(c1)OCO2
→ -21.0	9.1%	3.2%	u	-2.3%	-16.7%	-0.6%
(40) CCc1nc2ccc(C(=O)NCCC(C)C)cn2c1N(CCN(C)C)CC1CC1
→ -11.9	x	2.2%	x	x	x	0.0%
(41) Cc1ccccc1C(=O)n1nc(-c2ccco2)nc1NCc1ccc(Cl)cc1
→ 21.1	x	4.7%	16.4%	x	x	x
(42) Cc1ccc(-c2nc3cc(C)c(Br)c(C)n3c2Cc2ccccc2)cc1
→ 11.9	x	4.9%	x	x	x	-3.6%
(43) CCN1C(=O)/C(=C2/C(=O)N3c4c(cc(OC(C)=O)cc42)C(C)=CC3(C)C)SC1=S
→ 6.5	12.6%	-1.9%	-6.8%	-8.3%	-18.1%	-4.5%
(44) Cc1cc(C)nc(NS(=O)(=O)c2ccc(N/C=C/C(=O)c3ccc(Cl)cc3)cc2)n1
→ u	26.8%	5.9%	-10.4%	2.9%	-19.1%	16.3%
(45) O=C(CCN1CCCCCC1)Nc1cccc(F)c1
→ 18.6	u	-1.5%	-4.1%	3.3%	-21.1%	-0.7%
(46) O=C(O)c1ccc2c(c1)N(Cc1ccccc1F)C(=O)c1ccccc1S2=O (stereo not drawn)
→ -35.0	7.6%	0.6%	u	0.0%	u	1.9%
(47) Cc1ccccc1N1C(=O)C2CCCN2C1=S (stereo not drawn)
→ 2.3	u	-5.4%	-9.0%	x	-14.0%	-24.6%
(48) CCCN(CC(=O)Nc1ccccc1OC)C(=O)c1ccc2ncsc2c1
→ -26.4	-8.6%	-0.3%	-3.1%	x	-11.8%	-3.1%
(49) CSc1ncc(CN2CCCC(C(=O)c3sccc3C)C2)cn1 (stereo not drawn)
→ 2.5	-17.6%	0.1%	6.4%	3.4%	-3.3%	-17.2%
(50) CCCn1c(N)c(C(=O)CN2CCc3ccccc3C2)c(=O)n(C)c1=O
→ 0.0	-0.8%	-16.1%	2.1%	0.6%	-10.7%	-7.5%
(51) COc1ccccc1CNC(=O)C(C)NS(=O)(=O)c1ccccc1 (stereo not drawn)
→ 35.9	7.6%	-15.4%	-1.4%	3.1%	-10.8%	0.0%
(52) O=C(CSc1nnc(CNC(=O)c2c(F)cccc2Cl)o1)Nc1ccccc1F
→ -1.0	x	-3.1%	15.4%	x	x	x
(53) CCCc1cc(C(=O)Nc2ccc(C#N)cc2)no1
→ -17.8	-18.4%	-1.5%	-7.0%	-5.2%	-3.5%	5.7%
(54) Cc1ccc(S(=O)(=O)CCC(=O)N(CCCN2CCOCC2)c2nc3ccccc3s2)cc1
→ 33.1	-13.3%	0.7%	0.8%	x	165.1%[activator]	u
(55) CCN(CC)C(=O)N1CCc2ccccc2C1CN1C(=O)c2ccccc2C1=O (stereo not drawn)
→ -17.1	-7.7%	2.6%	x	x	x	0.0%
(56) COc1ccc(C(=O)NNC(=O)CN2CCN(c3nc(-c4ccccc4)cs3)CC2)cc1
→ u	10.5%	-3.7%	-12.7%	5.8%	-23.0%	71.6%[activator]
(57) CCOC(=O)C1=C(C)NC(=O)NC1c1ccccc1 (stereo not drawn)
→ 6.0	6.1%	-0.1%	u	-5.0%	-12.0%	-22.8%
(58) CCN(CC)S(=O)(=O)c1cc(NC(=O)C(C)N2CC=C(c3ccccc3)CC2)ccc1C (stereo not drawn)
→ -30.0	11.2µM*	2.7%	u	0.2%	-6.0%	5.2%[2.32 µM]
(59) CCC(=O)N1CCC1(C)C(=O)Nc1nccs1 (stereo not drawn)
→ 8.3	x	-11.2%	x	x	x	0.0%

Source: PubChem BioAssay

The order is random; about 7.5% have a hit in one of these screens.
